# Source: PubChem BioAssay
# HP1b binding inh: HTS for Inhibitors of HP1-beta Chromodomain Interactions with Methylated Histone Tails; Chromobox protein homolog 1 (Homo sapiens), P83916; AlphaScreen HP1-beta / biotin-H3K9me3 peptide binding; Potency, µM (doses to about 114 µM), without a hit: at the highest dose activity change, negative = inhibition, actives largely listed as inhibitors; AID 540317, 2011; 390,000 compounds, 0.56% hits; note: potency is the fitted concentration of half-maximal effect; nearly all actives have a fitted effect of over 70% in size; inactives centre near 23
# Target sequence (P83916 whole entry, looked up): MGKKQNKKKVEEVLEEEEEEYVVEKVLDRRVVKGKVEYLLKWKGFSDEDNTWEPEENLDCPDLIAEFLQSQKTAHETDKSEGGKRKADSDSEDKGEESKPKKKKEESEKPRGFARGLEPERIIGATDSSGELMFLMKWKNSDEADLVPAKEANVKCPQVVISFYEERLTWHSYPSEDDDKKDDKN
#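 Compound inhibition of the preformed complex between 50 nM HP1-beta and 50 nM biotinylated H3K9me3 peptide was read by AlphaScreen. Buffer was PBS pH 7.4 with 0.01% Tween-20. Incubations ran 30 min at room temperature, with 10 ug/mL donor/acceptor beads.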
# GLS inhibitor: qHTS for Inhibitors of Glutaminase (GLS); GLS enzymatic activity, qHTS titration; Glutaminase kidney isoform, mitochondrial (Homo sapiens), O94925; 410,000 compounds, 0.21% hits; Potency, µM (top dose mostly 45.5 µM), for inactives: at the top dose activity change, negative = inhibition, actives largely listed as inhibitors; note: potency is the fitted concentration of half-maximal effect; % is set by controls: 0 for no effect and ±100 for the full control effect
#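 Coupled fluorescence readout: glutamate oxidase/HRP/Amplex Red detect glutamate formed by hKGA from L-glutamine (1 mM solution added). Buffer 45 mM KH2PO4 pH 8.2, 0.02% Tween-20; reads at t0 and 30 min RT.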
# Tb PGK inh: qHTS Assay to Find Inhibitors of Phosphoglycerate Kinase | 380,000 compounds, 0.043% hits | PGK/GAPDH coupled, Kinase-Glo luminescence, 60 min | Potency, µM (doses to about 57.5 µM), inactives show top-dose activity change, negative = inhibition, most hits filed as inhibitors | Phosphoglycerate kinase, glycosomal (Trypanosoma brucei brucei), P07378 | AID 602233, 2012; note: potency is the fitted concentration of half-maximal effect; % is set by controls: 0 for no effect and ±100 for the full control effect; nearly all actives have a fitted effect of over 60% in size
#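 Luminescent ATP detection (Kinase-Glo Plus) follows a 60-minute room-temperature incubation, with wells lacking PGK as controls. Buffer: 100 mM TEA (pH 7.6), 5 mM MgCl2, 0.01% Tween-20. Coupling enzyme GAPDH (100 nM final) supplies unstable 1,3-BPG in-well.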
# PI4K2A block: qHTS for small molecular inhibitors of PI4K2A; Phosphatidylinositol 4-kinase type 2-alpha (Homo sapiens), Q9BTU6; purified PI4K2A, ADP-Glo luminescence, 1 h; active compounds read low; activity change, negative = inhibition, % at 76.9 µM; 420,000 compounds, 0.13% hits; in the data active = activity change below about -50%; inconclusive = mostly about -30% to -49%;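 note: -100% = wells without enzyme as full effect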
#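 ADP-Glo luminescence measured ADP generated by PI4K2A enzyme (4 ug/mL before mixing) with 1.2 mM PI substrate (pre-mix) and 300 microM ATP (pre-mix). Tris pH7.5 buffer with MgCl2, Triton X-100; 1 h reaction at ambient temperature.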
# JMJD2A Tudor inh: qHTS Assay for Inhibitors of JMJD2A-Tudor Domain; AlphaScreen JMJD2A-Tudor / H3K4me3 peptide binding; Potency, µM (top dose mostly 114 µM), without a hit: top-dose activity change, negative = inhibition, usual class: inhibitors; 390,000 compounds, 4.4% hits; AID 504339, 2011; note: potency is the fitted concentration of half-maximal effect; % is set by controls: 0 for no effect and ±100 for the full control effect; nearly all actives have a fitted effect of over 50% in size
# Pol eta inh: qHTS for Inhibitors of Polymerase Eta; Potency, µM (highest dose often 114 µM), for inactives: top-dose activity change, negative = inhibition, hits mostly inhibitors; 390,000 compounds, 1.2% hits; recombinant Pol eta, fluorescent DNA replication assay; note: potency is the fitted concentration of half-maximal effect; % is set by controls: 0 for no effect and ±100 for the full control effect
# Target sequence (Q9Y253 whole entry, looked up): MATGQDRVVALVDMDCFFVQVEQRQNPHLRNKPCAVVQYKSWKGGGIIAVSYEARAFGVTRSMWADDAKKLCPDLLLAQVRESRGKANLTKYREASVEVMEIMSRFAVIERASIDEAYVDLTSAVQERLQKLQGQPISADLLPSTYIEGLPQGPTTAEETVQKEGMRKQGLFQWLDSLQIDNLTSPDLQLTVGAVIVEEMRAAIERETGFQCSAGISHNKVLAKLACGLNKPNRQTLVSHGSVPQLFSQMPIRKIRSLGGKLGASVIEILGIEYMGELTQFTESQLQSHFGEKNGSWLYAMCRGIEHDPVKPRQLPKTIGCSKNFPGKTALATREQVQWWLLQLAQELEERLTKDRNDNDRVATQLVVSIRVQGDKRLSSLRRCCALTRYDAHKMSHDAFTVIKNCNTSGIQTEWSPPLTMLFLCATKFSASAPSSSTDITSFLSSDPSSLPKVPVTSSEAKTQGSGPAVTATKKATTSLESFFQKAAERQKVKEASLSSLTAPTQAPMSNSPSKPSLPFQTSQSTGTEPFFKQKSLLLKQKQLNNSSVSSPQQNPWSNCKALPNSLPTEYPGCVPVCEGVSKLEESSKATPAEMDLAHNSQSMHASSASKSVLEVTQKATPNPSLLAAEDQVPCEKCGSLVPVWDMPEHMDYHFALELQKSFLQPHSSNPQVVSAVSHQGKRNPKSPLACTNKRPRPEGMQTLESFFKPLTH
#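 Fluorescent replication assay: 50 nM final substrate added after a 15 min room-temperature compound preincubation with 10 nM enzyme. Signal taken at 0 min and again at 10 min.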
# Pin1 inh: qHTS Assay to Find Inhibitors of Pin1; Peptidyl-prolyl cis-trans isomerase NIMA-interacting 1 (Homo sapiens), Q13526; Pin1 FP peptide displacement, HiFluor488, 10 min; Potency, µM (series often up to 115 µM), for inactives: at the highest dose activity, negative = inhibition, actives largely listed as inhibitors; 390,000 compounds, 0.009% hits; AID 504891, 2011; active = well fitted inhibition curve with a large enough effect in the polarisation, with a control signal flat, not every such curve was filed as active; inconclusive = small, poorly fitted or top-dose-only effect, or effect the other way, or a change in a side signal; inactive = no such curve, though single readings can be large or run the other way; the % refers to the polarisation; note: potency is the fitted concentration of half-maximal effect; % is set by controls: 0 for no effect and ±100 for the full control effect
# Target sequence (Q13526 whole entry, looked up): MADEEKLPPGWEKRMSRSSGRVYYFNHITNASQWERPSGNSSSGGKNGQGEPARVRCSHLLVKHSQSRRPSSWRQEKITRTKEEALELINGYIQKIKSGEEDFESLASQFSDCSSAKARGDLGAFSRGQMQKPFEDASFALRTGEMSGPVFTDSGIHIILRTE
# BAZ2B inh: qHTS Assay for Inhibitors of BAZ2B; Bromodomain adjacent to zinc finger domain protein 2B (Homo sapiens), Q9UIF8; AlphaScreen BAZ2B-H3K14Ac peptide displacement; Potency, µM (highest dose often 114 µM), without a hit: at the highest dose activity change, negative = inhibition, hits mostly inhibitors; 360,000 compounds, 4.4% hits; AID 504333, 2011; note: potency is the fitted concentration of half-maximal effect; % is set by controls: 0 for no effect and ±100 for the full control effect; nearly all actives have a fitted effect of over 60% in size
#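 Complex of BAZ2B and biotin-H3K14Ac (50 nM apiece) forms over 30 min at RT, then faces library compounds up to 110 uM for another 30 min; AlphaScreen beads added, 20 min dark incubation, luminescence read.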
# G9a inh: qHTS Assay for Inhibitors of Histone Lysine Methyltransferase G9a | Histone-lysine N-methyltransferase EHMT2 (Homo sapiens), Q96KQ7 | G9a H3K9 monomethylation, AlphaScreen, 2 h | Potency, µM (highest dose often 102 µM), for inactives: top-dose activity, negative = inhibition, actives largely listed as inhibitors | 350,000 compounds, 8.8% hits; note: potency is the fitted concentration of half-maximal effect; % is set by controls: 0 for no effect and ±100 for the full control effect; nearly all actives have a fitted effect of over 75% in size
#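 G9a (20 nM) preincubated 15 min RT with compounds, then 500 nM biotinylated H3K9 peptide and 20 uM SAM added; 2 h RT reaction. Monomethyl-H3K9 product detected by AlphaScreen with anti-H3K9me1 antibody, streptavidin donor and anti-rabbit IgG acceptor beads.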
# * hit, by the source's call; i = inactive; ? = inconclusive; · = no result given; & = joins results of further samples; [ ] = dose if it differs, or a comment. Unless noted, calls come from the whole dose curve; as a rule, active = well fitted curve in the direction sought with a large enough effect; inconclusive = small, poorly fitted or top-dose-only effect, or another doubt; inactive = no such curve, though single readings can be large; an effect the other way counts as inactive or inconclusive.
SMILES,HP1b binding inh,GLS inhibitor,Tb PGK inh,PI4K2A block,JMJD2A Tudor inh,Pol eta inh,Pin1 inh,BAZ2B inh,G9a inh
CCOc1ncccc1C(=O)OCc1csc(CC(=O)Nc2ccccc2C)n1,29%,0%,-5%,-12,-23%,-20%,7%,8%,-8%[59 µM]
CNC(=O)c1c(I)c(C(=O)NCC(=O)Nc2c(I)c(C(=O)O)c(I)c(C(=O)NCCO)c2I)c(I)c(N(C)C(C)=O)c1I,28%,-2%&5%,-3%,-1,-4%,-7%,0%,8%,-38%&-44%[12.7 µM]
CCOC(=O)c1cccc(NC(=O)C2CCN(c3nnc(C)c4c(C)n(-c5ccccc5)nc34)CC2)c1,30%,5%,-2%,-7,-24%,-20%,-3%,-24%,-34%[59 µM]
COc1ccc(CCNC(=O)C2CCN(C(=O)c3ccc([N+](=O)[O-])cc3)CC2)cc1,16%,-4%,-3%,-7,-18%,-21%,1%,-15%,-6%
O=C(O)/C=C/C(=O)N1N=C(c2ccco2)CC1c1ccco1 (stereo not drawn),14%,3%,-13%,-4,-18%,-22%,-3%,2%,-7%[2.33 µM]
CCCCn1c(N)c(N(CCOC)C(=O)c2cccc(OCc3ccccc3)c2)c(=O)[nH]c1=O,32%,0%,-3%,-2,-1%,-11%,-1%,-7%,-28%
CCCCNC(=O)C1CCN(S(=O)(=O)CCC)CC1,26%,-12%,2%,13,-14%,3%,-4%,-2%,4%[59 µM]
O=C(Nc1ccccc1)c1cc([N+](=O)[O-])ccc1NC1CCCCC1,-39%,-1%,-2%,3,?,-23%,-6%,-30%,?
CC(C)c1ccc2oc3nc(N)c(C(=O)O)cc3c(=O)c2c1,·,10%,·,-5,·,·,·,-2%,-2%[12.7 µM]
COc1ccc(CC(=O)OC(C)C(=O)Nc2ccc(S(N)(=O)=O)cc2)cc1 (stereo not drawn),33%,-2%,-3%,1,-7%,-14%,-2%,9%,-9%[2.33 µM]
Cc1cccc(NC(=S)N=Nc2c(O)n(C)c3ccc(S(=O)(=O)N4CCOCC4)cc23)c1,-11%,7%,-1%,0,-36%,-18%,-2%,?,?
CC(C)n1c(CN2CCN(C(=O)c3ccco3)CC2)nc2c1c(=O)n(C)c(=O)n2C,31%,5%,i,-4,-17%,-9%,5%,-1%,30%
COCCn1c(=O)[nH]c2cc(C(=O)OC)ccc2c1=O,46%[activator],-21%,-1%,0,-8%[57.1 µM],-9%,-3%,5%,-11%[2.33 µM]
COc1cc(OC)cc(C(=O)Nc2ccc3c(c2)OCCO3)c1,24%&19%,-10%&4%,?,-13&-16,-13%&-10%,-11%&-1%,-3%&46%,3%&-1%,24%[0.501 µM]
CCOc1ccc(CNS(=O)(=O)c2c(C(=O)N3CCCC3)c(C)n(C)c2C)cc1OC,7%,4%,4%,2,-21%,8%,-1%,-14%,5%[59 µM]
COC(=O)c1ccccc1NC(=S)NC(=O)C1CCCCC1,9%,2%,-1%,1,-25%,-10%,-3%,-23%,?
O=C(O)Cc1ccc(NC(=O)c2ccc3c(c2)C(=O)N(CC2CCCO2)C3=O)cc1 (stereo not drawn),27%,2%,0%,-4,-3%,-19%,5%,2%,53%[activator]
CCCCSc1nnc(CNC(=O)C23CC4CC(CC(C4)C2)C3)n1Cc1ccccc1,35%,-2%,9%,-3,-21%,-15%,3%,1%,?
O=c1oc2cc(Br)ccc2n1Cc1ccccc1,58%[activator],-7%,-4%,-1,28%,-3%,0%,-5%,54%[activator]
CCOC(=O)N1CCN(C(=O)Cn2ncc3c4ccccc4n(Cc4ccc(F)cc4)c3c2=O)CC1,18%,2%,-1%,-2,-5%,0%,9%,-19%,9%[59 µM]
O=C(CSc1nnc(CNC(=O)c2ccccc2)o1)Nc1ccc2c(c1)OCO2,-4%,6%,-8%,3,-12%,-1%,-4%,-8%,34%
O=C(Nc1ccc(C(=O)N2CCN(c3ccc(Cl)cc3)CC2)cc1)C1=CSCCO1,23%,-1%,-6%,-2,?,-12%,16%,-27%,-1%
CC1(C)CC(=O)C([N+](=O)[O-])=C(NCCCC(=O)O)C1,29%,6%,-10%,-4,-16%,-14%,-3%,-8%,-12%[59 µM]
O=C(NCc1ccccc1)c1cc(-c2ccco2)on1,35%,4%,-7%,-4,-14%,0%,26%,3%,-3%[2.33 µM]
CC(C)Cc1nc2oc3c(NCCCN4CCOCC4)ncnc3c2c2c1CCC2,1%,-2%,10%,4,-18%,-11%,-1%,-5%,?
O=C(CSc1nc2ncc(Cl)cc2[nH]1)c1ccc2c(c1)OCO2,22%,1%,0%,1,-17%,-5%,?,-21%,?
CC(C)Cn1c(NCCO)nc2ccccc21,19%,26%,-8%,-1,-1%,-3%,4%,-3%,-9%[12.7 µM]
CCOC(=O)N1CCN(CCC(=O)c2ccc(Cl)cc2)CC1,18%,7%,-4%,29,-14%,-12%,-1%,22%,?
C#CCOCCOCCOCCNc1nc(N2CCN(C(=O)C([C@@H](C)CC)n3cc(C(N)Cc4ccc(O)cc4)nn3)CC2)nc(N2CCN(C(=O)[C@H](CCC(=O)O)n3cc(C(N)[C@H](C)CC)nn3)CC2)n1 (stereo partly drawn),24%,26%,-8%,-3,?,-21%,-1%,79µM*,13%[12.7 µM]
CCc1ccc(NC(=O)Cn2nc(C(F)(F)F)c3c2CCC3)cc1,37%[activator],0%,0%,-3,-15%,0%,?,-6%,10%[2.33 µM]
CNC(=O)c1ccc(Nc2nnc(C)c3ccccc23)cc1,18%,-1%,-5%,14,-1%,-7%,2%,6%,-9%[59 µM]
O=S(=O)(NCC(c1ccco1)N1CCc2ccccc21)c1ccccc1 (stereo not drawn),?,?,-9%,6,?,-29%,?,40µM*,45µM*
CC1CCCC(C)N1C(=O)COC(=O)c1ccc(F)c(S(=O)(=O)N2CCOCC2)c1 (stereo not drawn),14%,0%,-8%,3,-14%,-3%,4%,-15%,·
CC(=O)c1cccc(NC(=O)CCNC(=O)c2cccc(C)c2)c1,-11%,6%,-8%,-1,-21%,-6%,-2%,2%,-4%[59 µM]
CN(C)c1nc(NCc2ccccc2)nc(N/N=C/c2ccc(Br)cc2)n1,26%,-1%,-2%,-6,-14%,0%,0%,-22%,2%
Oc1ccc(/C=N/Nc2cc(N3CCCC3)nc(N3CCCC3)n2)cc1O,-14%,26%,3%,-17,?,?,-1%,?,?
O=C(c1ccc(N2CCCC2=O)cc1)N1CCN(c2cccc(C(F)(F)F)c2)CC1,22%,3%,-3%,3,-6%,-15%,-1%,-1%,?
Cc1cccc(OCC(=O)O/N=C(\N)c2ccc(Cl)cc2)c1,62%,12%,-8%,2,4%,-2%,-1%,59%[activator],14%[0.501 µM]
Cc1ccccc1OCC(=O)Nc1sc(C(=O)Nc2cccc(C)c2C)c(C)c1C#N,4%,20%,2%,-10,-21%,-14%,-8%,7%,·
COc1ccc(CC2(CO)CCN(Cc3cccc(OC)c3OC)CC2)cc1,27%,-2%,0%,-16,-15%,-19%,-2%,-14%,1%
CCc1cc(=O)oc2cc(OCC(=O)N3CCC[C@H]3C(=O)O)ccc12,28%,6%,0%,-1,-10%,-8%,-6%,7%,12%[12.7 µM]
CCCNC(=O)C12CCC(C)(C(=O)C1Br)C2(C)C (stereo not drawn),30%,-26%,i,-3,-7%,-18%,-2%,7%,13%[59 µM]
COc1ccc(-c2nc(CSCC(=O)N3CCN(c4ccccc4F)CC3)c(C)o2)cc1,5%,1%,6%,-1,-25%,-7%,-2%,-36%,-35%[59 µM]
C[C@H](CO)N1C[C@H](C)[C@@H](CN(C)S(=O)(=O)c2ccccc2)Oc2ccc(NC(=O)Nc3ccc(C(F)(F)F)cc3)cc2C1=O,43%[activator],-9%,-10%,6,-18%,-13%,71%[activator],·,·
O=C(CSc1nnc(SCc2ccccc2)s1)N/N=C/C=C\c1ccco1,?,-1%,-24%,-22,13µM*,20µM*,?,14µM*,10µM*
CC(C)Nc1nnc(SC(C)C(=O)NCc2ccc3c(c2)OCO3)s1 (stereo not drawn),11%,-1%,-4%,1,-4%,-16%,-4%,-5%,?
COc1ccc(-n2ncc3c2CC(C)(C)CC3NC(=O)CCc2c(C)noc2C)cc1 (stereo not drawn),27%,-2%,-1%,5,5%,-16%,3%,-10%,30%
O=C(/C=C/c1ccccc1Cl)OCC(=O)N1CCCC1,19%,-13%,-2%,3,-10%,-17%,-9%,·,·
CCn1cc(C(=O)OCC(=O)Nc2ccc(S(=O)(=O)N3CCCC3)cc2)c(=O)c2ccc(C)nc21,64%[activator],-3%,-10%,-1,-16%,-7%,5%,-29%,3%[2.33 µM]
COc1cc(/C=N/NC(=O)c2ccc(N(C)S(=O)(=O)c3ccccc3)cc2)cc(OC)c1OC,19%,5%,3%,-2,-8%,?,2%,-30%,-10%[59 µM]

# Only part of the results is shown; the hit share may differ from the screen's.
